NRP1-CendR mod: NRP-1/CendR interaction modulation | AID 602438 | inhibition, % at 25 µM | FAM-RPARPAR peptide binding to NRP-1, fluorescence polarization | O14786 | 0.85% of 360,000 active;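 active = inhibition or corrected inhibition above about 18%, plus a signal ratio from 0.5 to 1.5, limit read from the data, passing the limit was not always enough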; also: strong numbers were not always called active
SUMO1 PPI mod: alters human SUMO1 binding to SIM partners; inhibition, % at 20 µM; AID 602429; 0.33% of 360,000 active; SUMO1 binding to a labelled peptide, TR-FRET, 1 h; in the data active = inhibition above about 37%
LMPTP block: blocks human LMPTP phosphatase; recombinant LMPTP-A, OMFP fluorogenic substrate, fluorescence intensity; AID 651560; P24666; inhibition, % at 20 µM; 0.22% of 360,000 active;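 active = compounds that cut the enzyme signal by at least half of the control window in the single-dose screen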;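 also: plate controls were DMSO wells with enzyme plus substrate for no effect and substrate without enzyme for full effect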
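Material: LMPTP-A; amount: 0.625 nM enzyme; doses: single 20 µM dose; times: reaction 50 min, room temperature, dark; technique: fluorescence intensity of OMFP turnover product; benchmarks: no-enzyme and uninhibited controls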
NadD inh: NadD (S. aureus) enzyme inhibition | AID 602399 | inhibition, % at 20 µM | 0.78% of 360,000 active | purified NadD enzyme, colorimetric absorbance read-out; in the data active = inhibition above about 26%; also: some compounds past the cut are filed as inactive
Neddylation inh: blocks human cullin neddylation; calls only at 25 µM; P61081+Q13564; AID 651699; 0.58% of 360,000 active; TR-FRET cullin neddylation, biochemical; in the data active = inhibition above about 36%
STEP inh: blocks human striatal-enriched tyrosine phosphatase. recombinant STEP, OMFP fluorogenic substrate, fluorescence. inhibition, % at 20 µM. P54829. 0.25% of 360,000 active;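 active = inhibition at 20 µM, scaled per plate between control wells, above about 37%, limit read from the data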;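 also: 0% = DMSO with enzyme and substrate and 100% = substrate only without enzyme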
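Measure: Control-normalized % inhibition with plate pattern correction | Test system: STEP phosphatase, cell-free reaction | Medium: pH 6.0 Bis-Tris with DTT and Tween 20 | Technique: Fluorescence, 480/540 nm | Times: Reaction 20 min, ambient temperature | Doses: Single compound dose of 20 µM, 1% DMSO final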
DNMT1 inh: DNMT1 (human) enzyme inhibition. P26358. DNMT1 molecular beacon, Hinp1I cleavage, fluorescence. inhibition (reported as % activation of signal), % at 10 µM. 0.83% of 360,000 active. AID 588458; in the data active = inhibition above about 50%
Target sequence (P26358 504-1616 limits assumed): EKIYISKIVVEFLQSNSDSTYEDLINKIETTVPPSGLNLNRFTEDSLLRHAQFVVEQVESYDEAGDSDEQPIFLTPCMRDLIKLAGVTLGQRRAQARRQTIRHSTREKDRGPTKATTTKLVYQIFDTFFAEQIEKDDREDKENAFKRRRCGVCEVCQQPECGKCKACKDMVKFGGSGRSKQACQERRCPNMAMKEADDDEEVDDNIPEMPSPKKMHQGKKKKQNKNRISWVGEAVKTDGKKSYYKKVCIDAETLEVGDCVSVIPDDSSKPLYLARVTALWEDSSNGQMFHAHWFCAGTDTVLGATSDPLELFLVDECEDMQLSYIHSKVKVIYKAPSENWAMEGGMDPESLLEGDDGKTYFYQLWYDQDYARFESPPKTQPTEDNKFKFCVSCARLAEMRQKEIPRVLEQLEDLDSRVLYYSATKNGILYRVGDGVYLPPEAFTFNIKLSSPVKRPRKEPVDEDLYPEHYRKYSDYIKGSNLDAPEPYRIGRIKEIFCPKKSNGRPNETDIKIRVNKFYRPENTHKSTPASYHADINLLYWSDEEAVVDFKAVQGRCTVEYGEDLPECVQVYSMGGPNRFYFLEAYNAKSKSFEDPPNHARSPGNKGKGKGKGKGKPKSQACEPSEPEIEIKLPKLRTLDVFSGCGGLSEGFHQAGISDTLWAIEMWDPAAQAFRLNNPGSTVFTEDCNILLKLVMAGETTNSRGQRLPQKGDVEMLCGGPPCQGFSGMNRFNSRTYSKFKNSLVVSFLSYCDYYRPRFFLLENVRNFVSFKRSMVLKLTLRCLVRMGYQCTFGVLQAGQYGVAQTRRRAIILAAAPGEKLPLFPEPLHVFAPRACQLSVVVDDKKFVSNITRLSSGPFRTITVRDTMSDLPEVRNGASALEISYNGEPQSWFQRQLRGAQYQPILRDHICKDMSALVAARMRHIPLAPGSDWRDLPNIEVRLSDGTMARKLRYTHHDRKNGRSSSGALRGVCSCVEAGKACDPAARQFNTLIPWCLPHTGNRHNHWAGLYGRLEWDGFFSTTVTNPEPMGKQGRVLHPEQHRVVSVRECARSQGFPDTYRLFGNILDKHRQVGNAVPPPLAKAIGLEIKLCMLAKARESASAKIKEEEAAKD
SKN-1 block: blocks SKN-1 activity in C. elegans. C. elegans VP596 Pgst-4::GFP/RFP ratio, acrylamide-induced, 24 h. inhibition, % at 21.8 µM. 0.49% of 360,000 active;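 active = interference check ratio from 0.5 to 1.5 plus GFP to RFP signal ratio inhibition reaching or exceeding a fixed threshold, cut at about 30% in these data, passing the limit was not always enough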; also: some compounds called inactive have numbers as strong as hits
Tb MetRS inh: blocks T. brucei methionyl-tRNA synthetase activity. 0.4% of 360,000 active. purified T. brucei MetRS, ATP depletion, Kinase-Glo luminescence. inhibition, % at 11.9 µM;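 active = inhibition above a per-plate cutoff of the control wells' mean inhibition plus 3 SD, cut at about 5.5% in these data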;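 also: 0% = DMSO wells median and 100% = median of wells with control inhibitor compound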
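Test system – parasite MetRS enzyme · Reagent – substrates ATP, L-methionine and bulk Escherichia coli tRNA · Doses – 11.9 µM compound single dose, 0.9% DMSO · Times – 15 min enzyme-compound preincubation, 2 h reaction, 10 min detection, 25 °C · Signal – Kinase-Glo luminescence, ATP depletion format · Controls – DMSO-only wells as low control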
Scp1 inh: blocks human Scp-1 phosphatase activity. Q9GZU7. Recombinant Scp1, phosphopeptide, malachite green phosphate absorbance. inhibition, % at 20 µM. 0.88% of 340,000 active. AID 493091;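 active = inhibition above about 50% at 20 µM, limit read from the data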;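 also: plate controls were DMSO wells with enzyme for no effect and wells lacking enzyme for full effect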
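assay system = SCP-1 phosphatase catalytic domain, residues 76-261 | buffer or medium = 50 mM Tris acetate pH 5.5, 0.005% Tween-20, 10 mM MgCl2 | incubation = enzyme reaction 45 min at room temperature, colour 5 min, stabilisation 30 min | signal = Phosphate-binding colour reagent, absorbance read at 630 nm | measure = % inhibition at 20 µM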
Starred values were filed as active, the others as inactive; i = inactive; / = no result given.

Order of values – NRP1-CendR mod, SUMO1 PPI mod, LMPTP block, NadD inh, Neddylation inh, STEP inh, DNMT1 inh, SKN-1 block, Tb MetRS inh, Scp1 inh
O=C(c1cccc(S(=O)(=O)NCc2ccccc2)c1)N1CCN(Cc2ccccc2)CC1
  -6, 0, -1.0, -4, i, -3, -3, 12, -0.8, -11
CCc1nc2ccc(C(=O)Nc3cccc(NS(C)(=O)=O)c3)cn2c1N(C)CCCc1ccccc1
  8, 18, 2.9, 8, i, 0, -16, 8, -0.2, /
CC(=O)Nc1ccc(S(=O)(=O)Nc2ccc(S(=O)(=O)Nc3nccs3)cc2)cc1
  8, -2, 0.9, 6, i, -2, -1, 19, 0.0, -4
CCCCn1c(N)c(N(CCOC)C(=O)c2cc3c(s2)CCC(C)C3)c(=O)[nH]c1=O (centres undefined)
  -4, -1, -0.8, 7, i, -1, -3, 0, 0.2, -1
CCCn1nc(NC(=O)C2CCCO2)c2cc3ccc(C)cc3nc21 (centres undefined)
  6, -20, 0.2, 2, /, 2, -1, 2, -0.1, -13
CCOC(=O)/C=C1\SC(C)C(=O)N1CC(=O)N(CCC#N)c1ccccc1 (centres undefined)
  0, 0, 0.0, -3, i, -2, -2, 6, -0.4, 4
C[C@H](N)c1nnc(SCC(=O)N(C)C)o1
  -3, 1, -1.4, -1, i, 0, -4, 8, -0.3, -4
Cc1cccc([C@@H]2[C@@H]3C(=O)N(Cc4ccccc4)C(=O)[C@@H]3[C@]3(Cc4ccccc4)C(=O)N(c4cccc(F)c4)C(=O)N23)c1
  -12, 2, 1.2, 9, i, -1, -3, 7, -0.2, -3
CC(C)CC[n+]1ccccc1/C=C/c1ccc(N(C)C)cc1
  -254, -73, 6.2, 2, i, 2, 1, 65, -0.6, 10
CCOc1ccc(-c2cc(C(=O)NCCCN3CCOCC3)c3ccccc3n2)cc1
  1, -18, -2.3, -2, /, 3, -1, -2, 0.4, -7
Cc1cc2ccccc2n2c(SCC(=O)Nc3ccc(S(=O)(=O)N4CCC(C)CC4)cc3)nnc12
  -8, 2, 1.5, 16, i, 2, -15, 3, -0.6, 11
Cc1ccc(S(=O)(=O)N(CC(=O)Nc2ccc(F)cc2)C(=O)N2CCN(C)CC2)cc1
  11, 4, -1.2, 1, i, 0, 2, 0, -0.4, -5
CCn1cc(Cl)c(C(=O)Nc2c(C)nn(Cc3c(F)c(F)c(F)c(F)c3F)c2C)n1
  3, 6, -0.5, 1, i, -1, 1, 16, -0.4, -13
CCC(CC)=NNc1ccc(S(N)(=O)=O)cc1[N+](=O)[O-]
  -4, -33, -0.3, -5, i, 0, -2, 0, -1.0, -5
NC(=O)c1ccc(NS(=O)(=O)c2ccc(S(=O)(=O)N3CCCC3)cc2)cc1
  5, 8, -0.5, 2, i, 3, 2, -9, -0.2, /
Cc1ccc2c(c1)c1c(n2CC(O)Cn2nc(C)c(Br)c2C)C(=O)CCC1 (centres undefined)
  11, -1, 1.7, -7, /, 0, -7, -4, -1.1, -2
S=C(NCC1CCCO1)N1CCN(c2ccc(Cl)c(Cl)c2)CC1 (centres undefined)
  -4, 3, 0.3, 0, i, 2, 3, 10, -0.1, -6
Cc1ccc(N(C(=O)Cn2nnc3ccccc32)C(C(=O)NCc2ccco2)c2cccnc2)cc1 (centres undefined)
  3, 2, -0.5, 3, i, -3, 2, 15, 0.1, -7
CCOC(=O)N1CCN(C(=S)Nc2cc(S(=O)(=O)N3CCOCC3)ccc2Cl)CC1
  10, -1, -0.7, -4, i, 9, 0, 8, -0.6, -12
Cc1ccc(C)c(NC(=O)NC2CCCCCCC2)c1
  11, 6, 1.4, -6, i, 1, 1, -22, -0.9, 4
CC(CCc1ccccc1)N1CCN(Cc2ccccc2)CC1 (centres undefined)
  3, 0, -0.7, -3, i, -2, 11, -6, 0.1, -10
CCc1sc(C(=O)NCCc2ccc(S(N)(=O)=O)cc2)cc1Br
  15, 3, -1.2, -9, i, 1, -6, 12, 0.0, -7
Cc1ccc(S(=O)(=O)N2CCOC23CCN(S(=O)(=O)c2c(C)cc(C)cc2C)CC3)cc1
  5, -8, 3.4, -3, i, 0, -4, 13, -0.4, -9
O=C(Cn1nnc2ccccc21)N/N=C\C=C\c1ccccc1
  4, -17, -0.7, 5, i, 0, 3, -8, -1.0, -2
CCCCN1C(=O)C(O)=C(C(C)=O)C1c1ccc(OC)cc1OC (centres undefined)
  0, -6, -1.5, 6, i, -4, -9, 3, 0.5, -2
COc1cccc(-n2c(SCC(N)=O)nc3ccccc3c2=O)c1
  -74, -1, -0.8, -7, i, -2, 2, 9, -0.3, -7
CCOC(=O)c1cnc2c(C)cccc2c1NCc1ccco1
  20, 1, -0.1, -7, i, 0, 7, -4, -1.3, 0
COc1cccc(NC(=O)CN(C)C(=O)CC(NC(=O)c2ccccc2Cl)c2ccccc2)c1 (centres undefined)
  14, 1, -1.3, 1, i, -1, 5, -7, 0.0, -22
O=C(COC(=O)c1ccc(F)c(S(=O)(=O)N2CCOCC2)c1)c1ccc(Cl)cc1
  7, 2, 0.9, -5, i, 2, -8, 3, -0.3, -15
Cc1noc2ncnc(Sc3ccc(Cl)cc3)c12
  5, 0, 1.6, 3, i, 3, 5, -11, 1.4, -5
CCCCCCCn1c(=O)c(C(=O)OC)c(N)c2ccccc21
  8, 5, 2.9, -9, i, 4, 0, 8, 2.3, -3
O=C(CSc1ncccn1)NN=C1CCCCCCC1
  -22, 3, -0.1, -1, i, -3, 4, -23, -0.2, 3
CCOc1ccc(C(=O)CCC(=O)Nc2ccc(C)cn2)cc1
  -54, 3, 0.6, 7, i, -1, -1, 11, -0.3, -2
O=C(CCN1C(=O)/C(=C/c2ccccc2Cl)SC1=S)NC1C=CS(=O)(=O)C1 (centres undefined)
  -7, 1, 8.4, 37*, i, 4, 54*, 18, 0.1, -11
Cc1cccc(NC(=O)C(C)Sc2nc3ccccc3c(=O)n2CCCN2CCOCC2)c1 (centres undefined)
  10, 2, -1.0, -2, i, -1, -1, 1, -0.2, -5
CCSC1=C(C#N)C(c2ccc(C)s2)CC(=O)N1 (centres undefined)
  -5, -1, -0.5, -1, i, -1, 1, -8, -0.5, -4
Cn1cccc1CC(=O)NNC(=S)Nc1ccc(Cl)cc1
  11, 5, -0.6, -1, i, 0, -3, 5, -0.1, -3
COc1cccc(-c2noc(-c3ccc4c(c3)OCO4)n2)c1
  7, 7, 1.2, -9, i, 4, 2, -10, -0.1, -4
S=C(NCc1ccco1)N1CCN(c2nc(-c3ccc(Cl)cc3)cs2)CC1
  2, 1, 3.0, -6, i, 3, -21, 1, -0.7, 0
COC(=O)C1=C(C)N(Cc2ccco2)C(=O)C1
  -30, 1, 0.9, 5, i, 2, 47, 2, 0.1, 23

Three structures already listed, sorted by count of non-hydrogen atoms, low to high.
Order of values – NRP1-CendR mod, SUMO1 PPI mod, LMPTP block, NadD inh, Neddylation inh, STEP inh, DNMT1 inh, SKN-1 block, Tb MetRS inh, Scp1 inh
O=C(Cn1nnc2ccccc21)N/N=C\C=C\c1ccccc1
  4, -17, -0.7, 5, i, 0, 3, -8, -1.0, -2
CCOC(=O)/C=C1\SC(C)C(=O)N1CC(=O)N(CCC#N)c1ccccc1 (centres undefined)
  0, 0, 0.0, -3, i, -2, -2, 6, -0.4, 4
Cc1cccc(NC(=O)C(C)Sc2nc3ccccc3c(=O)n2CCCN2CCOCC2)c1 (centres undefined)
  10, 2, -1.0, -2, i, -1, -1, 1, -0.2, -5

The list continues:
Order of values – NRP1-CendR mod, SUMO1 PPI mod, LMPTP block, NadD inh, Neddylation inh, STEP inh, DNMT1 inh, SKN-1 block, Tb MetRS inh, Scp1 inh
COc1ccc(N(Cc2cc3cc(C)ccc3[nH]c2=O)C(C)=O)cc1
  -9, 1, -1.6, -5, i, 2, 1, -8, 1.1, -8
O=C(Cc1ccccc1Cl)N1CCN(c2ccccn2)CC1
  -10, 0, 0.1, -1, i, 0, 0, 14, -0.4, -3
CN(C)/C=C(\c1cnc(Cl)s1)S(=O)(=O)c1ccccc1
  -5, 0, -0.8, 7, i, -1, -4, 0, -0.6, -1
O=C1NC[C@@H](CCCCN2C[C@H](Cc3ccccc3)N(CCc3ccc(O)cc3)C(=O)C2=O)N(Cc2ccccc2)C1=O
  18*, 0, -0.2, 2, i, /, /, 2, -0.5, /
CCCCN(CCCNC(=S)NCCCc1cnc[nH]1)c1ccc(Br)cn1
  1, -6, -6.0, 3, i, 8, -3, 3, -0.4, /
Cc1ccc(C(C(=O)NC2CCCC2)N(Cc2ccc(F)cc2)C(=O)c2csnn2)o1 (centres undefined)
  -1, 2, -2.0, -5, i, 2, 0, 15, -0.8, -6
O=C(NCCc1ccc(Cl)cc1)C1CCCN(S(=O)(=O)N2CCCCCC2)C1 (centres undefined)
  -2, -5, 0.0, -6, i, 0, 1, -11, -0.5, 0
N#Cc1nc(-c2ccccc2Cl)oc1N1CCCCC1
  13, 0, 0.7, -9, /, -3, -3, 28, -1.4, -13
O=C1CCN(CCc2ccccc2)CCN1CCO
  0, 4, 0.7, -2, i, -2, 7, 1, -0.2, 1
COc1cc(NC(=O)CN2C(=O)NC(CC(C)C)C2=O)cc(OC)c1OC (centres undefined)
  -2, 1, -0.9, 0, i, -1, 1, 6, -0.2, -4
CCCC1(CCC)NC(=O)N(CC(=O)Nc2cccc(OC)c2)C1=O
  -1, -3, 0.4, -2, i, -2, -5, 13, -0.2, 3
Fc1ccc(-c2n[nH]c(=S)c3ccccc23)cc1
  9, -6, -0.7, 7, i, -1, -1, 7, -0.3, -8
CCOC(=O)c1cc(NC(=O)c2c(C)noc2C)cc(C(=O)OCC)c1
  -11, -4, 0.5, 0, i, 2, 4, 9, -0.2, -2
Cc1cc(S(=O)(=O)n2[nH]c(=O)c(CCO)c2C)c(Cl)cc1Cl
  4, 0, -0.3, -5, i, -1, 2, -17, -0.6, 3
